ERAP1 inh: blocks human ERAP1 aminopeptidase activity; recombinant ERAP1, Leu-AMC fluorescence, 60 min; inhibition, % at 10.7 µM; 340,000 compounds, 0.15% hits; AID 652197;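 active = mean replicate inhibition of at least 30%, or all replicates individually reaching that 30% level; inactive = mean below 30% and not every replicate reaching it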;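 also: 0% = neutral control wells and 100% = L-leucinethiol positive control wells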
Target sequence (Q9NZ08 whole entry, looked up): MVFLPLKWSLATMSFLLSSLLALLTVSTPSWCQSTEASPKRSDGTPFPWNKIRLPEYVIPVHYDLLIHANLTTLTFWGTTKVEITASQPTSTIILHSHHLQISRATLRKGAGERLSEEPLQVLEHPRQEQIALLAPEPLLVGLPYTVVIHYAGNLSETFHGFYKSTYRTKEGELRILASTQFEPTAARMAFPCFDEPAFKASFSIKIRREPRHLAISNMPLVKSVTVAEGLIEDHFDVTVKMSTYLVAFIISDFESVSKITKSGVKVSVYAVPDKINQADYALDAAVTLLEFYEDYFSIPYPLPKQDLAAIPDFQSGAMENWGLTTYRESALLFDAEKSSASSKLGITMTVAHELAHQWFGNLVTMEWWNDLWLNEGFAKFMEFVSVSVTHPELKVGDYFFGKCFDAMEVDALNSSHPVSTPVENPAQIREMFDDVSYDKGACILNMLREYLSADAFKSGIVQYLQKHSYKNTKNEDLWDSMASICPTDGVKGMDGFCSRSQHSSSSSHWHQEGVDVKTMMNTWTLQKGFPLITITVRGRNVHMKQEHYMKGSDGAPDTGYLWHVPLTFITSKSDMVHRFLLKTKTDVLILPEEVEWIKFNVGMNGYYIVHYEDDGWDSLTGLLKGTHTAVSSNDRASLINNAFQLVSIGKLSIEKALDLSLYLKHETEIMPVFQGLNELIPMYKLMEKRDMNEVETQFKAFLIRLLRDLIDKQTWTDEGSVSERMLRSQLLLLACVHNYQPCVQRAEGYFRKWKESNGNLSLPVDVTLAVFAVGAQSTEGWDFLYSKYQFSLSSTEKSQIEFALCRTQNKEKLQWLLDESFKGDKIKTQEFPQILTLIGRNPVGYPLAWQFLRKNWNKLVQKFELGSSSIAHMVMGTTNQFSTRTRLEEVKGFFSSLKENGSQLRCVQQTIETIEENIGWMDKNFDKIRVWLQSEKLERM
Xi reactivation: X-chromosome reactivation activator. AID 743238. 360,000 compounds, 0.055% hits. activation, % at 7.58 µM. XiGFP mouse fibroblasts, % GFP-positive cells imaging, 3 d; cells co-treated with 5-aza-dC sensitizer; scaled so ellipticine positive control = 100%;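 active = mean normalized replicate activation at least 10% and every replicate at or above 10%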;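 also: 0% = median of on-plate neutral control wells and 100% = ellipticine 6 µM median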
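material = 68-5-11 XiGFP fibroblast line | medium = DMEM plus 5-aza-dC sensitizer | schedule = 3 days compound exposure | benchmarks = positive control ellipticine, 6 µM final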
CFTR F508del cor: correctors of CFTR F508del function in bronchial epithelial cells. CFBE cells, YFP halide quenching; stimulated with forskolin plus potentiator P3; % fluorescence drop versus neutral controls. activity (quench increase), % at 7.58 µM. 350,000 compounds, 0.36% hits. AID 720511;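 active = mean added fluorescence quench of at least 8% versus neutral control, with both replicates also reaching 8%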;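 also: cells transiently co-express mutant CFTR-F508del with the halide-sensitive YFP; corrector assay measuring rescue of mutant channel to the surface after 24 h compound exposure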
RAD54 inh: inhibitors of human RAD54 branch migration; Q92698; inhibition, % at 10.4 µM; RAD54 Holliday junction branch migration, FAM/BHQ fluorescence; 360,000 compounds, 0.14% hits;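 active = mean normalized replicate activity at least 40 and at least half of replicates scoring 40 or more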;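 also: 0% = median of neutral control wells and 100% = median of positive control wells; inhibitors cause a drop in the FAM fluorescence signal; in these data hits start at about 50%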
ARNT-TACC3 inh: disrupts binding between human ARNT and TACC3; AlphaScreen His-ARNT PAS-B/GST-TACC3 binding, luminescence; TACC3 fragment carries E629A point mutation; inhibition, % at 9.99 µM; Q9Y6A5; AID 623870; 390,000 compounds, 0.66% hits;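 active = mean inhibition of replicates at least 50% and at least half of replicates each reaching 50%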;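 also: 0% = complete ARNT plus TACC3 wells and 100% = ARNT alone without TACC3; many hits fall short of the cut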
RAD52 inh: blocks human RAD52 DNA annealing | recombinant RAD52 DNA annealing, FRET fluorescence | inhibition, % at 18.7 µM | 360,000 compounds, 0.46% hits | AID 651710;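 active = every replicate showing at least 50% inhibition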
esBAF inh: inhibitors of esBAF chromatin remodeling in mouse ES cells | Bmi1-luciferase knock-in reporter, 24 h; 100% = twice the neutral-well signal | reporter increase, % at 12.5 µM | 350,000 compounds, 2% hits; in the data active = activation above about 40%;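 also: 0% = median of the plate's neutral control wells and 100% = double that signal; a rise in the Bmi1 reporter signal indicates esBAF inhibition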
GSIS activator: GLuc luminescence reporter in INS-1E cells, primary screen for activators of glucose-dependent secretion of insulin | activation, % at 16.6 µM | INS-1E GLuc reporter insulin secretion, 2-3 h | 370,000 compounds, 0.61% hits;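 active = lowest replicate activation of at least 40%, so every replicate reaches that level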;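 also: 0% = median of neutral control wells and 100% = median of IBMX positive control wells; some compounds called inactive have numbers as strong as hits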
Numbers without * were called inactive; . = no result given; & = joins results of further samples.

SMILES	ERAP1 inh	Xi reactivation	CFTR F508del cor	RAD54 inh	ARNT-TACC3 inh	RAD52 inh	esBAF inh	GSIS activator
C[C@@H]1CN([C@@H](C)CO)C(=O)c2cc(C#CCc3ccccc3)cnc2O[C@@H]1CN(C)Cc1cccnc1	-1	-0.8	-0.2	-5	11	-43	-6	-11
COc1ccc(CNC(=O)CSc2ncn[nH]2)cc1OC	-6	0.0	3.4	3	.	7	1	53
COc1ccc(N2C(=O)CC(Nc3ccc(F)cc3)C2=O)c([N+](=O)[O-])c1 (centres undefined)	-5	0.5	0.2	-7	4	-8	-7	-26
CCOc1ccccc1N1CC(C(=O)NNC(=O)c2ccc(F)cc2)CC1=O (centres undefined)	1	0.1	1.9	6	-4	4	5	21
Clc1ccc(SCNc2ccccc2Cl)cc1	-2	0.0	-1.6	-5	5	-6	7	-4
CC(C)c1ccc(C(=O)N2CCCC(c3cc(C(=O)Nc4ccccc4Cl)no3)C2)cc1 (centres undefined)	-2	0.0	1.6	9	.	-4	-1	.
NC(=O)N/N=C/c1cn(-c2ccccc2)nc1-c1cccs1	-1	0.0	1.0	.	1	-9	.	2
COc1ccc(CN(C)C[C@@H]2Oc3ccc(NS(=O)(=O)c4cn(C)cn4)cc3C(=O)N([C@@H](C)CO)C[C@H]2C)cc1	0	-1.0	-2.8	6	2	-1	5	11
Cc1ccc(NC(=O)CSc2nc(=O)n(CCCN3CCOCC3)c3c2CCCC3)c(C)c1	2	0.2	-1.2	-4	-36	-11	1	-5
CCS(=O)(=O)Nc1ccc2[nH]c(=O)[nH]c2c1	4	0.0	.	.	3	-12	.	6
CS(=O)(=O)N1CCC(Oc2cccc(C(=O)NCCCOc3cccnc3)c2)CC1	-2	0.1	4.5	-8	-2	-6	4	7
C=CCn1c(C)c(C(=O)OCC)c2cc(O)c3ccccc3c21	-1	0.3	-0.1	13	-18	-16	-3	33
CC1CCN(S(=O)(=O)c2cccc(C(=O)Nc3nncs3)c2)CC1	0	0.2	-5.1	0	-2	-6	-8	17
Cc1noc(C)c1NC(=O)Nc1ccc2c(c1)C(=O)N([C@H](C)CO)C[C@H](C)[C@H](CN(C)Cc1ccc(C(F)(F)F)cc1)O2	1	-0.8	-1.9	1	1	-9	0	-6
Cc1ccc(CCN2CC(C(=O)NCc3ccc4c(c3)OCO4)CC2=O)cc1 (centres undefined)	1	0.0	-3.6	6	-6	-2	1	8
COc1ccc(-c2nnc(SCC(=O)Nc3nncs3)o2)cc1	-3	-0.1	-1.2	1	0	0	-13	9
CCOC(=O)N1CCN(S(=O)(=O)Cc2ccccc2)CC1	.	.	.	-6	-7	.	1	6
COc1ccc(S(=O)(=O)N2CCOC2CNC(=O)C(=O)NCCc2c[nH]c3ccccc23)cc1 (centres undefined)	2	0.2	-0.7	-11	3	-19	9	4
O=Cc1c(F)cccc1N1CCCC1	6	0.0	-3.2	6	-10	-8	-3	.
COc1ccccc1C#Cc1ccc([C@@H]2[C@@H](CO)N3CCCCN(C(=O)C4CCCC4)C[C@H]23)cc1	1	.	3.1	-8	7	62*	.	.
CCCC(=O)Nc1ccc2c(c1)C(=O)N(C)C[C@H](OC)[C@H](C)CN(C)[C@@H](C)CO2	-7	0.2	-0.3	-7	-1	-3	-3	3
CC1CC(C)CN(S(=O)(=O)c2ccc(NC(=S)NC(=O)c3ccccc3)cc2)C1 (centres undefined)	.	0.0	.	-13	-7	.	.	13
COCC(=O)N1C[C@H](C)[C@H](OC)CN(C)C(=O)c2cc(NS(C)(=O)=O)ccc2OC[C@@H]1C	4	0.1	2.8	11	0	0	1	2
O=C(C[n+]1ccn(-c2ccccc2)c1)c1ccc([N+](=O)[O-])cc1	-3	0.2	1.9	-3	-3	9	4	12
O=[N+]([O-])c1ccc(CSc2nnc(Cc3ccccc3)o2)cc1	.	0.0	1.6	.	10	3	.	-7
Cc1ccc(NC(=O)CSc2nnc(CNC(=O)c3ccco3)o2)cc1	3	-0.1	.	.	-1	-7	-1	3
O=[N+]([O-])c1ccc2nc[nH]c2c1	-6	0.0	.	4	10	-8	1	.
CSCCC(C(=O)Nc1c(C)cccc1C)n1c(-c2cnc(C)cn2)nc2ccccc21 (centres undefined)	-2	0.0	3.3	.	.	-9	.	-13
COCCNC(=O)/C(C#N)=C/c1c(N2CCCCCC2)nc2c(C)cccn2c1=O	-55	0.0	0.7	0	21	9	2	20
Cc1noc(C)c1NC(=O)Nc1ccc2c(c1)C(=O)N([C@H](C)CO)C[C@H](C)[C@H](CN(C)C(=O)C1CCCCC1)OCCCC[C@H](C)O2	-1	-0.1	-0.3	-3	-9	1	7	-5

As entered above.
Result of CSCCC(C(=O)Nc1c(C)cccc1C)n1c(-c2cnc(C)cn2)nc2ccccc21 (centres undefined) under RAD52 inh: -9
Result of CCCC(=O)Nc1ccc2c(c1)C(=O)N(C)C[C@H](OC)[C@H](C)CN(C)[C@@H](C)CO2 under RAD52 inh: -3
Result of COCCNC(=O)/C(C#N)=C/c1c(N2CCCCCC2)nc2c(C)cccn2c1=O under esBAF inh: 2
Result of COc1ccc(N2C(=O)CC(Nc3ccc(F)cc3)C2=O)c([N+](=O)[O-])c1 (centres undefined) under Xi reactivation: 0.5
Result of O=Cc1c(F)cccc1N1CCCC1 under CFTR F508del cor: -3.2
Result of COc1ccc(CNC(=O)CSc2ncn[nH]2)cc1OC under Xi reactivation: 0.0

Further entries.
SMILES	ERAP1 inh	Xi reactivation	CFTR F508del cor	RAD54 inh	ARNT-TACC3 inh	RAD52 inh	esBAF inh	GSIS activator
CCC(=O)NC(NC(=S)Nc1ccccc1Br)C(Cl)(Cl)Cl (centres undefined)	7	0.0	.	-1	6	-8	-6	3
COCC(=O)N(C)C[C@H]1Oc2ncc(-c3ccccc3C)cc2C(=O)N([C@@H](C)CO)C[C@H]1C	-2	-0.6	0.1	-2	-9	2	8	2
O=[N+]([O-])c1ccc(S(=O)(=O)NCC(c2ccc3c(c2)OCO3)N2CCOCC2)cc1 (centres undefined)	-3	0.1	2.9	-10	.	-7	3	-7
COCCn1c(-c2ccc(OC)cc2)c(-c2ccc(OC)cc2)oc1=O	4	0.1	-0.3	-2	12	-8	-7	6
CCN(CC)c1ccc(NC(=O)c2ccccc2Br)cc1S(=O)(=O)Nc1ccccc1OC	0	0.8	-0.8	-2	0	-9	.	.
O=C(NCc1ccccc1CN1CCOCC1)c1ccc(-n2cccn2)cc1	1	-0.1	4.3	-10	-5	-39	6	-24
Cc1cc2oc(=O)sc2cc1NS(=O)(=O)c1cccc2cccnc12	-9	0.4	2.1	5	.	-5	-4	-10
COc1ccc(CC2(CO)CCN(CC3=CC[C@H]4C[C@@H]3C4(C)C)CC2)cc1	3	0.0	-0.4	.	-4	-2	.	3
CCCCN(CC(=O)NCc1ccc(Cl)cc1)S(=O)(=O)c1ccc2c(c1)OCCO2	-5	0.3	.	-3	2	-8	.	.
O=C(N/N=C/C1CCCCC1)c1cc(Cl)ccc1O	.	.	.	-3	2	.	-3	-7
c1ccc2[nH]c(CCCCc3nc4ccccc4[nH]3)nc2c1	-1	0.0	0.6	-5	-3	-19	-1	162
C/C(=N\Nc1ccc(C(F)(F)F)cn1)c1ccc(S(=O)(=O)NCc2ccco2)cc1	.	0.3	.	.	-1	.	2	-27
C/C(CC(=O)Nc1ccc(Cl)cn1)=N\NC(=O)Cc1cccs1	1	0.7	3.3	.	4	-9	.	2
CC1CCCCC1NC(=O)CSc1ncnc2sccc12 (centres undefined)	2	0.0	-0.5	-3	.	-8	-4	.
O=C(Nc1cccc(F)c1)N1CCCCN2[C@@H](CO)[C@@H](c3ccc(-c4ccncc4)cc3)[C@@H]2C1	0	0.1	-6.9	2	-4	-40	.	5
CCSc1nnc(NC(=O)c2csc(C)c2)s1	.	.	.	-5	-9	.	38	99*
O=C(C[C@H]1C[C@@H]2c3cc(NC(=O)Cc4ccncc4)ccc3O[C@@H]2[C@H](CO)O1)NCc1cccnc1	-1	0.5	-1.1	-2	-5	12	-9	-18
Cc1ccc2nc(N3C(=O)C(O)=C(C(=O)c4ccco4)C3c3cccc(O)c3)sc2c1 (centres undefined)	10	0.0	0.7	-6	3	-51	44*	6
O=C(O)C(c1ccccc1)C1(O)CCC1 (centres undefined)	-4	0.0	-2.9	2	27	-4	-8	.
C[C@@H]1CN([C@@H](C)CO)S(=O)(=O)c2ccc(Br)cc2O[C@H]1CN(C)C(=O)Nc1ccc(C(F)(F)F)cc1	1	1.5	4.0&2.5	5&-1	.	-11&-4	0&4	-7&-21
C[C@H](CO)N1C[C@H](C)[C@@H](CN(C)S(=O)(=O)c2cccc(F)c2)Oc2cc(C#CCN(C)C)ccc2S1(=O)=O	0	0.2	-0.6	7	2	24	-3	-23
CCN(C)C[C@@H]1Oc2cc(C#CCC3CCCC3)ccc2S(=O)(=O)N([C@@H](C)CO)C[C@H]1C	2	-1.3	-1.6	-11	-1	-48	-9	-7
CCC(C(=O)Nc1cccc(C(=O)O)c1)c1ccccc1 (centres undefined)	3	0.0	-1.5	.	-2	5	.	4
Cc1ccc(C)c(N(C(=O)CCC(=O)Nc2cc(C)on2)C(C(=O)NC2CCCC2)c2ccco2)c1 (centres undefined)	7	.	.	0	.	2	11	-33

A run of entries from further up:
SMILES	ERAP1 inh	Xi reactivation	CFTR F508del cor	RAD54 inh	ARNT-TACC3 inh	RAD52 inh	esBAF inh	GSIS activator
CCC(=O)NC(NC(=S)Nc1ccccc1Br)C(Cl)(Cl)Cl (centres undefined)	7	0.0	.	-1	6	-8	-6	3
COCC(=O)N(C)C[C@H]1Oc2ncc(-c3ccccc3C)cc2C(=O)N([C@@H](C)CO)C[C@H]1C	-2	-0.6	0.1	-2	-9	2	8	2
O=[N+]([O-])c1ccc(S(=O)(=O)NCC(c2ccc3c(c2)OCO3)N2CCOCC2)cc1 (centres undefined)	-3	0.1	2.9	-10	.	-7	3	-7
COCCn1c(-c2ccc(OC)cc2)c(-c2ccc(OC)cc2)oc1=O	4	0.1	-0.3	-2	12	-8	-7	6
CCN(CC)c1ccc(NC(=O)c2ccccc2Br)cc1S(=O)(=O)Nc1ccccc1OC	0	0.8	-0.8	-2	0	-9	.	.
O=C(NCc1ccccc1CN1CCOCC1)c1ccc(-n2cccn2)cc1	1	-0.1	4.3	-10	-5	-39	6	-24
Cc1cc2oc(=O)sc2cc1NS(=O)(=O)c1cccc2cccnc12	-9	0.4	2.1	5	.	-5	-4	-10

Assay outcomes (PubChem)
